Screening results as filed in PubChem.
RAM inhibit = blocks the yeast RAM network; S. cerevisiae dse1pr::URA3 reporter, 5-FOA growth OD615, 2 d; analog-sensitive cbk1-as2 kinase mutant strain; inhibition, % at 50 µM; 190,000 compounds, 1.8% hits; AID 868;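 active = inhibition above a set limit, 3 SD over mean compound inhibition, cut at about 8.4% in these data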;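 also: 0% = DMSO-only wells with no growth and 100% = 10 µM 1-NA-PP1 full growth; inhibition rescues growth on 5-FOA so higher OD means more RAM inhibition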
TNAP inh no acc = blocks human TNAP activity with no phosphate acceptor present | inhibition, % at 20 µM | purified TNAP, CDP-star luminescence, 30 min | P05186 | 200,000 compounds, 0.26% hits | AID 1012;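 active = tissue-nonspecific alkaline phosphatase inhibition above about 50% at 20 µM in the single-dose screen, limit read from the data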;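 also: 0% = DMSO negative control and 100% = EDTA positive control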
Target sequence (P05186 whole entry, looked up): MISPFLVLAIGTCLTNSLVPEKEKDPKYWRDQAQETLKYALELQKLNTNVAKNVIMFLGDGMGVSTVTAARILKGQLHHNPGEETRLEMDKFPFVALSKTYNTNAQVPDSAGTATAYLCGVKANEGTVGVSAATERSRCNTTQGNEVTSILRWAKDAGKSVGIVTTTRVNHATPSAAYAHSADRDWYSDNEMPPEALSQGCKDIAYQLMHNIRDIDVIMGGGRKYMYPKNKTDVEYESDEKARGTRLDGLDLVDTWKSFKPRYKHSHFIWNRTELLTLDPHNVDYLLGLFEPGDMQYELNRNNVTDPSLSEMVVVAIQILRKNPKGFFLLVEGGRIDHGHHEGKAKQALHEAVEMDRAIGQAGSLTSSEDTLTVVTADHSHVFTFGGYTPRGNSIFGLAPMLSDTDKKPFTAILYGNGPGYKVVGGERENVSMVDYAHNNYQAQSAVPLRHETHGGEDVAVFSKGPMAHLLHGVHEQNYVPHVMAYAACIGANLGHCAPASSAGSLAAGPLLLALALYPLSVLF
bIAP inh = intestinal alkaline phosphatase (bovine) inhibition. 190,000 tested, under 10 active. purified bovine IAP, CDP-star luminescence, 30 min. inhibition, % at 20 µM;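 active = over 50% inhibition of intestinal alkaline phosphatase at 20 µM in the single-dose screen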
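Assay system – bovine IAP enzyme · Quantity – bovine IAP at 1/65,000,000 final dilution · Detection – CDP-star luminescence signal · Times – 30 min reaction at room temperature · Also added – CDP-star substrate at 30 µM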
FLuc stim CS = firefly luciferase counter-screen for stimulation assays; activation factor at 10 µM; 200,000 tested, under 10 active; P08659; ATPlite luciferase biochemical, luminescence, 10 min; 0 = ATP-free wells, 1 = DMSO control;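 active = luciferase activation factor, scaled between plate controls, of at least 2 with compound at 10 µM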
Target sequence (P08659 whole entry, looked up): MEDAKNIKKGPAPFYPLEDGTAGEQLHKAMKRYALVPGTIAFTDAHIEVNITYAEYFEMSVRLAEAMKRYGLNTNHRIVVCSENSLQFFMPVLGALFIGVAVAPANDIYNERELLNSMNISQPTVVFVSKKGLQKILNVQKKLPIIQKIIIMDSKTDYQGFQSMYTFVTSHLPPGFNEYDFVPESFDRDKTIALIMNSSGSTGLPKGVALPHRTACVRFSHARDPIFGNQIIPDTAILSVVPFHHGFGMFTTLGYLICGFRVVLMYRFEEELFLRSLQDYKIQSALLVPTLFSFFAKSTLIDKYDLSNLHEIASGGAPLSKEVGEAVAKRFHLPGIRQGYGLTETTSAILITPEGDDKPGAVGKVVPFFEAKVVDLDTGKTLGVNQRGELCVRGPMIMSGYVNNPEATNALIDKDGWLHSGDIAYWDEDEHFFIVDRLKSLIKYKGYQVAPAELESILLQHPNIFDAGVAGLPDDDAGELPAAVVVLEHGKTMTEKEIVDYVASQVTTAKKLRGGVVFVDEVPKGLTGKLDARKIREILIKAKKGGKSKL
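System: Luciferase/luciferin detection reagent, cell-free biochemical luciferase assay | Medium: PBS buffer for ATP | Dosing: Test compounds dosed from 2 mM stocks in 100% DMSO | Timing: 10 min at ambient temperature | Signal: Luminescence measurement of luciferase light output | Evaluation: Luciferase activation, seen as luminescence increase over controls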
TNAP act hi DEA = TNAP (human) activation, high acceptor; AID 1136; activation factor at 20 µM; purified TNAP, CDP-star luminescence, 1 M DEA, 30 min; active compounds read high; 0 = EDTA background, 1 = DMSO-only activity; P05186; 200,000 tested, under 10 active;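 active = activation factor at least 2 at 20 µM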
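Measured by: Luminescent substrate turnover signal | Test system: Human TNAP | Input: TNAP 1/800 final | Dosing: 20 µM single point | Schedule: 30 min, room temperature | Controls: EDTA wells as negative control, DMSO wells as positive control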
APP 5UTR inh = APP translation inhibition. SH-SY5Y APP 5'UTR-luciferase reporter, luminescence. inhibition, % at 2 µM. 190,000 compounds, 0.82% hits;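 active = inhibition above a set limit, derived from the sample mean plus 3 SD, cut at about 45% in these data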; also: values of inactives mirror those of a sister screen read the other way
TNAP inh hiacc = TNAP (human) inhibition, high acceptor; P05186; purified TNAP, CDP-star luminescence, 1 M DEA; inhibition, % at 20 µM; 200,000 compounds, 0.03% hits; AID 1135;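 active = over 50% inhibition of tissue-nonspecific alkaline phosphatase at 20 µM in the single-dose screen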;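 also: plate controls were DMSO wells for no effect and EDTA-quenched wells as full inhibition for full effect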
FLuc inhib CS = inhibits firefly luciferase, flagging false hits in luciferase inhibition screens; 200,000 compounds, 1.5% hits; inhibition, % at 10 µM; ATPLite firefly luciferase biochemical luminescence, 10 min; P08659; AID 1006;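 active = inhibition above about 50% when tested at 10 µM, limit read from the data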
bIAP act = increases bovine intestinal alkaline phosphatase activity | activation factor at 20 µM | purified bovine IAP, CDP-star luminescence, 30 min; active compounds read high; fold of DMSO-control signal, blank-subtracted | 200,000 compounds, 0.17% hits;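 active = activation factor of 2 or more at 20 µM, a signal rise over negative controls twice the positive control's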
L major viab = reduces viability of Leishmania major promastigotes. 200,000 compounds, 9% hits. resazurin fluorescence viability. AID 1063. inhibition, % at 10 µM; in the data active = inhibition above about 50%;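 also: promastigotes grown with compound for 44 hours at 28 °C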
* hit, by the source's call; . = not tested or not shown.

SMILES	RAM inhibit	TNAP inh no acc	bIAP inh	FLuc stim CS	TNAP act hi DEA	APP 5UTR inh	TNAP inh hiacc	FLuc inhib CS	bIAP act	L major viab
CCN(CC)S(=O)(=O)c1ccc(NC2c3ccccc3C(=O)N2CCN2CCOCC2)cc1 (stereo not given)	0.3	-2	-10	1.1	1	-11	-1	-5	1.1	-3
CC(=O)c1cc2c(cc1NS(=O)(=O)c1ccc(F)cc1)OCO2	4.3	-5	-3	1.1	1	-41	-3	-8	1	-4
COc1ccc(CN2CCN(C(=O)c3cc(-c4cccnc4)nc4ccc(Cl)cc34)CC2)c(OC)c1OC	0.2	-1	-7	1.1	1	-5	-3	-6	1.1	21
NC(=O)C1CCN(CCC(=O)Nc2cccc(Cl)c2)CC1	0.3	-4	11	1.1	1.1	1	-9	-11	0.9	-2
COc1cc(-c2nc(Cc3ccccc3Cl)no2)cc(OC)c1OC	2.7	-10	-2	1	1	-9	-2	-5	1	3
CN(Cc1ccc(OC(F)F)cc1)C(=O)c1ccc2nccnc2c1	2.4	-14	5	1.1	1.1	-10	-8	-7	1	-8
COCCN(C(=O)CCC(=O)Nc1nccs1)C(C(=O)NC(C)(C)C)c1ccc(Cl)cc1 (stereo not given)	-0.4	2	-1	1.1	1	-16	-1	-8	1	-1
Cc1nn(-c2ccccc2)c2sc(C(=O)NC3CCCCC3)cc12	4.8	-1	15	1	1	-3	2	-2	0.9	-3
O=C1CCCc2c1[nH]c1ccc(Br)cc21	1.6	-6	10	1	1	0	-3	-4	0.9	-7
O=C(CNc1ccc2ccccc2c1)NNC1=NCCC1	0.0	-22	22	1	1	-2	-1	-4	0.8	-2
O=C(Cc1ccccc1)NCCn1ccc2ccccc21	1.7	-15	6	1.1	1.1	-10	-8	-6	0.9	-4
CNc1nc(C)c(C(C)=O)cc1C#N	1.5	-10	17	1	1.1	28	-5	-3	0.8	-4
O=C(COC(=O)CCCN1C(=O)c2cccc3cccc(c23)C1=O)Nc1ccc(Cl)cc1	8.0	-6	11	1	1	-23	-1	4	0.9	-6
COc1ccc(CNn2c(C)nc3ccccc3c2=O)cc1	1.5	-2	10	1.1	1	-27	-2	-6	0.9	-2
COc1cc(C2NC(=O)NC(C)=C2C(=O)OCC2CCCO2)ccc1O (stereo not given)	0.8	-9	-3	1.1	1	-14	-1	-7	1	1
O=C1OC(c2cccc([N+](=O)[O-])c2)C2(CCCC2)C(=O)C12CCCCC2 (stereo not given)	3.2	-4	5	1	1.1	6	-5	-2	1	5
Cn1cc(Cl)c(C(=O)Nc2cccc(Cl)c2Cl)n1	0.9	-14	7	1	1	-17	0	3	0.9	-8
CCNc1nc(NCC)n2c(SCC(=O)N(CC)C3CCCCC3)nnc2n1	1.2	-8	4	1	1	4	3	-2	1	10
COc1ccc(NC(=O)c2c(-c3ccccc3)noc2C)c(OC)c1	5.7	-10	14	1	1	15	-4	-4	0.9	18
CCc1cc(=S)n2c([nH]c3ccccc32)c1C#N	1.8	-4	-4	1	1	-22	1	-3	1	-15
Cc1cc(NC(=O)c2ccccc2-c2ccccc2)ccc1Br	6.4	-13	-7	1	1.1	-3	-8	1	1.1	80*
CCc1nn(CCCN2CCN(c3cccc(Cl)c3)CC2)c(=O)n1CCOc1ccccc1	.	-8	5	1	1.1	.	-9	-3	1	.
CC1Cc2ccccc2N1S(=O)(=O)c1cccc2nsnc12 (stereo not given)	1.9	-4	22	1	1	4	1	-3	0.8	11
CCn1c(=O)c(C(=O)CN2CCN(Cc3ccc4c(c3)OCO4)CC2)c(N)n(Cc2ccccc2)c1=O	1.2	-9	-8	1.1	1.1	0	-6	-8	1.1	29
Cc1cc2cc(CN(CCCO)S(=O)(=O)c3cccc4nsnc34)c(=O)[nH]c2cc1C	7.9	-4	1	1	1	0	0	0	1	4

Additional entries
SMILES	RAM inhibit	TNAP inh no acc	bIAP inh	FLuc stim CS	TNAP act hi DEA	APP 5UTR inh	TNAP inh hiacc	FLuc inhib CS	bIAP act	L major viab
CCOC(=O)c1ccc2c(c1)nc(SCC(=O)N1CCCCC1)n2CC	2.4	-12	-13	1	1.1	16	-10	-4	1.1	5
CCSc1nnc(NC(=O)CSc2nnc(-c3c[nH]c4ccccc34)n2C)s1	1.4	0	-2	1	1	.	1	2	1	-10
CC(C)N1CCC(N2CCN(C/C=C/c3ccc(F)cc3)CC2CCO)CC1 (stereo not given)	0.1	-12	-4	1.1	1.1	5	-8	-5	1	3
COc1ccc(S(=O)(=O)N(C(=O)c2ccncc2)c2ccc3oc4c(c3c2)CCCC4)cc1	3.7	-4	14	1	1	0	0	-2	0.9	-6
O=c1cc(N2CCN(Cc3ccccc3)CC2)[nH]c(=O)n1Cc1ccc(F)cc1	1.4	-13	3	1.1	1	13	-1	-9	1	1
COc1cccc(CNc2nc3ccccc3n2CCN2CCCCC2)c1OC	1.4	-5	8	1	1.1	0	-9	-1	0.9	100*
Cc1cc(C(=O)CSc2nc(N)cc(N)n2)c(C)n1-c1cccc(C(F)(F)F)c1	0.8	-6	14	1.1	1.1	7	-5	-5	0.9	82*
CCc1cccc(C)c1NC(=S)N(CCCN1CCOCC1)Cc1cccnc1	2.9	-9	-9	1	1	-14	-3	0	1.1	12
C=CCOc1c2ccc(C(=O)NC3CCCc4ccccc43)cc2nn1C (stereo not given)	0.7	-1	-3	1	1	-13	2	0	1	-6
O=C(CCNC(=O)Cn1ccc2ccccc2c1=O)NCCC1=CCCCC1	1.9	2	-14	1	1	-1	-1	-4	1.1	-3
O=C1c2ccccc2C(=O)N1c1ncccn1	-1.4	-11	11	1	1	1	-3	-2	0.9	21
COc1ccc(/C=C(\C#N)C(=O)NCCCn2ccnc2)cc1	-0.7	6	6	1	1	-8	-3	-2	0.9	56*
CCc1ccc(/C=C2\SC(N3CCOCC3)=NC2=O)cc1	2.1	-3	-8	1	1	-7	0	1	1.1	12
O=c1c2c(nc3c(-c4cccc(Br)c4)c[nH]n13)CCCC2	2.3	-49	13	1.1	1	-13	0	-8	0.9	100*
Cc1ccc([N+](=O)[O-])c(OCCN2CCNCC2)c1	0.5	-6	23	1	1	4	4	-1	0.8	-6
COc1cc(-c2nc(-c3cccc(C)c3)no2)cc(OC)c1OC	5.2	-4	-12	1	1	-18	-2	-2	1.1	-5
Cn1c(N)c(C(=O)COC(=O)Cn2cc(C(F)(F)F)ccc2=O)c(=O)n(C)c1=O	0.4	10	9	1.1	1	-20	-5	-9	0.9	-2
O=C(N/N=C/c1cccc([N+](=O)[O-])c1)c1cccs1	1.8	-14	12	0.7	1	-43	-2	34	0.9	4
CCOCCCNc1nc(=S)[nH]c2cc(OC)c(OC)cc12	1.3	-2	15	1.1	1.1	-19	-6	-10	0.9	67*
O=C(c1ccc2c(c1)OCCO2)C1CCN(S(=O)(=O)c2ccccc2F)CC1	3.1	-4	8	1.1	1	-7	-1	-10	0.9	-5
COc1cc(OC)c(Nc2cc(C)nc3nc(C)nn23)cc1Cl	0.6	-24	-18	1	1	-3	-2	-4	1.2	2
CCOC(=O)C1CCCN(c2c(C(=O)c3ccccc3)cnc3ccc(OC)cc23)C1 (stereo not given)	-1.5	1	-19	1	1	-18	2	-4	1.2	49
CCOC(=O)N1CCC(NC(=O)c2ccc3c(=O)n4c(nc3c2)CCCC4)CC1	1.7	7	-18	1.1	1	-17	-2	-5	1.2	2
Cc1ccc(C(=O)N2CCC(C)CC2)cc1C	-0.6	-8	18	1	1	1	1	-3	0.8	-4
O=C(O)CCC(=O)N1CCc2cc(S(=O)(=O)N3CCN(c4ccc(F)cc4)CC3)ccc21	2.3	-14	1	1	1	-11	-5	-1	1	-4
Cc1ccc(C(=O)Nc2oc(-c3ccccc3)cc2C#N)cc1	2.6	-3	10	1	1	13	0	-4	0.9	-1
Nc1nc2nc(-c3cccs3)cc(C(F)(F)F)n2n1	1.4	-14	2	1.1	1.1	-1	-7	-6	1	-4
Cc1cccc(-c2c3c(=O)n(C)c(=O)n(C)c3cn2C(C)C)c1	0.7	-9	7	1.1	1.1	-7	-5	-5	0.9	13
Cc1ccc(-n2c(C)n[nH]c2=S)cc1C	1.5	0	24	1	1	3	-2	-3	0.8	-5

Part of the list above, with bars between the fields.
Molecule | RAM inhibit | TNAP inh no acc | bIAP inh | FLuc stim CS | TNAP act hi DEA | APP 5UTR inh | TNAP inh hiacc | FLuc inhib CS | bIAP act | L major viab
COc1cc(-c2nc(-c3cccc(C)c3)no2)cc(OC)c1OC | 5.2 | -4 | -12 | 1 | 1 | -18 | -2 | -2 | 1.1 | -5
Cn1c(N)c(C(=O)COC(=O)Cn2cc(C(F)(F)F)ccc2=O)c(=O)n(C)c1=O | 0.4 | 10 | 9 | 1.1 | 1 | -20 | -5 | -9 | 0.9 | -2
O=C(N/N=C/c1cccc([N+](=O)[O-])c1)c1cccs1 | 1.8 | -14 | 12 | 0.7 | 1 | -43 | -2 | 34 | 0.9 | 4
CCOCCCNc1nc(=S)[nH]c2cc(OC)c(OC)cc12 | 1.3 | -2 | 15 | 1.1 | 1.1 | -19 | -6 | -10 | 0.9 | 67*
O=C(c1ccc2c(c1)OCCO2)C1CCN(S(=O)(=O)c2ccccc2F)CC1 | 3.1 | -4 | 8 | 1.1 | 1 | -7 | -1 | -10 | 0.9 | -5
COc1cc(OC)c(Nc2cc(C)nc3nc(C)nn23)cc1Cl | 0.6 | -24 | -18 | 1 | 1 | -3 | -2 | -4 | 1.2 | 2
CCOC(=O)C1CCCN(c2c(C(=O)c3ccccc3)cnc3ccc(OC)cc23)C1 (stereo not given) | -1.5 | 1 | -19 | 1 | 1 | -18 | 2 | -4 | 1.2 | 49
CCOC(=O)N1CCC(NC(=O)c2ccc3c(=O)n4c(nc3c2)CCCC4)CC1 | 1.7 | 7 | -18 | 1.1 | 1 | -17 | -2 | -5 | 1.2 | 2
Cc1ccc(C(=O)N2CCC(C)CC2)cc1C | -0.6 | -8 | 18 | 1 | 1 | 1 | 1 | -3 | 0.8 | -4
O=C(O)CCC(=O)N1CCc2cc(S(=O)(=O)N3CCN(c4ccc(F)cc4)CC3)ccc21 | 2.3 | -14 | 1 | 1 | 1 | -11 | -5 | -1 | 1 | -4
Cc1ccc(C(=O)Nc2oc(-c3ccccc3)cc2C#N)cc1 | 2.6 | -3 | 10 | 1 | 1 | 13 | 0 | -4 | 0.9 | -1
Nc1nc2nc(-c3cccs3)cc(C(F)(F)F)n2n1 | 1.4 | -14 | 2 | 1.1 | 1.1 | -1 | -7 | -6 | 1 | -4
Cc1cccc(-c2c3c(=O)n(C)c(=O)n(C)c3cn2C(C)C)c1 | 0.7 | -9 | 7 | 1.1 | 1.1 | -7 | -5 | -5 | 0.9 | 13
Cc1ccc(-n2c(C)n[nH]c2=S)cc1C | 1.5 | 0 | 24 | 1 | 1 | 3 | -2 | -3 | 0.8 | -5
